Rac1 mut GTP: human Rac1 activated mutant GTP binding change; GST-Rac1 activated beads, fluorescent GTP binding, flow cytometry; actives lie on both sides; 100% means binding = to untreated wells; 190,000 tested, 0.11% active; percent activity (GTP binding), % at 10 µM; AID 764; P63000;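 active means GTP binding at least 20 percentage points away from the 100% baseline, in either direction, so actives lie on both sides; inconclusive means Compound likely fluorescent itself, or too few beads counted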
ABCB1 block: blocks JC-1 efflux by human ABCB1 transporter; P08183; CCRF-Adr cells, flow cytometry; inhibition, % at 6.6 µM; 190,000 tested, 0.067% active; AID 1326; in the data active means inhibition above about 40%;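 further: 0% = vehicle and 100% = reference inhibitor; higher value means more JC-1 retained so stronger ABCB1 efflux block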
Rac1 wt modul: alters GTP binding to wildtype human Rac1; GST-Rac1 beads, fluorescent GTP binding, flow cytometry; actives lie on both sides; 0 = cold GTP competed, 100 = untreated; GTP binding activity (% of control), % at 10 µM; 190,000 tested, 0.27% active; AID 757;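 active means GTP binding activity at least 20 points away from the 100% control level, either lower or higher; inconclusive means compound flagged as likely green fluorescent, judged across all proteins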
HRas wt GTP bind: changes GTP binding to wildtype human HRas | AID 759 | 190,000 tested, 0.14% active | P01112 | GTP binding activity, % at 10 µM | GST-Ras wt beads, Bodipy-FL-GTP binding, flow cytometry; actives lie on both sides;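 active means GTP binding activity at least 20% away from the 100% baseline, either lowered as inhibitor or raised as activator; inconclusive means flagged as likely green fluorescent, judged across all proteins in the well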;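 further: 0% = unlabeled GTP competition control and 100% = no-compound control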
Target sequence (P01112 whole entry, looked up): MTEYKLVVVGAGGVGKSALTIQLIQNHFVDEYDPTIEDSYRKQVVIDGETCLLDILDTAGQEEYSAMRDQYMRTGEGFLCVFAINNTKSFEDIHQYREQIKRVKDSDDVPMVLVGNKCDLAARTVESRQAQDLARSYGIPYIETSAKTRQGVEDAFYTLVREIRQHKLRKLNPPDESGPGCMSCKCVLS
Avidin bead fluor: compound fluoresces at 488/530 nm on avidin beads; compound fluorescence 488/530 nm, flow cytometry; stronger effect = higher value; AID 1775; 220,000 tested, 0.38% active; fluorescence (KMESF) at 10 µM; in the data active means fluorescence above about 47; further: inactives centre near 10
Rab7 wt modul: modulators of GTP binding to dog Rab7 wildtype GTPase. GST-Rab7 beads, fluorescent GTP binding, flow cytometry; actives lie on both sides; untreated = 100%, excess cold GTP = 0%. GTP binding activity (percent of control), % at 10 µM. 190,000 tested, 0.055% active;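 active means fluorescent GTP binding to Rab7 beads changed by at least 20 points from the 100% baseline, either direction, mostly lower; inconclusive means compound itself probably fluorescent, or too few beads counted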;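 further: median green fluorescence of bound Bodipy-FL-GTP per Rab7 bead population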
Pf gametocyte: inhibitors of late stage P. falciparum gametocyte viability | P. falciparum stage V gametocytes, ATP luminescence, 24 h | 150,000 tested, 0.065% active | inhibition, % at 10.9 µM | AID 743093;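 active means inhibition above the mean plus 3 SD of compounds within the control limits, set per campaign, cut at about 38% in these data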;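 further: 0% = DMSO wells and 100% = medium only without gametocytes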
Rab2 wt GTP: changes GTP binding to wildtype dog Rab2A, up or down; P61105; AID 760; 190,000 tested, 0.19% active; GTP binding activity, % at 10 µM; GST-Rab2 wt beads, Bodipy-GTP binding, flow cytometry;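 active means GTP binding activity at least 20 points away from 100%, either lowered or raised; inconclusive means signal likely due to the compound's own green fluorescence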;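 further: 0% = beads with excess unlabeled GTP and 100% = no-compound control corrected for plate trend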
ABCG2 inh: inhibitors of human ABCG2 transporter, ABCB1 counter-screen | IgMXP3 cells, JC-1 efflux, flow cytometry | Q9UNQ0 | 190,000 tested, 0.1% active | inhibition, % at 6.6 µM;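 active means inhibition above 80%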;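 further: 0% = DMSO and 100% = nicardipine control wells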
Target sequence (Q9UNQ0 whole entry, looked up): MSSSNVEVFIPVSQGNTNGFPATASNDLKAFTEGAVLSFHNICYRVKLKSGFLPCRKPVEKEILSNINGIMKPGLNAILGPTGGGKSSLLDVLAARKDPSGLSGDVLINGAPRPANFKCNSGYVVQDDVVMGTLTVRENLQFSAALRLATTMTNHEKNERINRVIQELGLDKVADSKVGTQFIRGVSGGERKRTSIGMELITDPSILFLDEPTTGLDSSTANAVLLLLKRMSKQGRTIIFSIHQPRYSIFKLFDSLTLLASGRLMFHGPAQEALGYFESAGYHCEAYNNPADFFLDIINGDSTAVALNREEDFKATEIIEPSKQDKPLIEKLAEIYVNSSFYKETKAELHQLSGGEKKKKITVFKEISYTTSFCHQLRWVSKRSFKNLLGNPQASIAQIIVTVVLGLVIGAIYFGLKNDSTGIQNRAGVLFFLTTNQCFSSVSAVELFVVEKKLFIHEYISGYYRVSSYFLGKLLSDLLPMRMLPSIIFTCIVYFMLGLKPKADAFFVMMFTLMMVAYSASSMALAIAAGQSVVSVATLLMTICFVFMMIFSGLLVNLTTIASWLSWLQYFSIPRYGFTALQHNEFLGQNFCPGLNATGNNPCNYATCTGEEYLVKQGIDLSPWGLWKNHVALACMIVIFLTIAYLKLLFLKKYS
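Assay system – ABCG2 IgMXP3 and barcoded ABCB1 CCRF-Adr cell mix · Input – 3 million cells/mL in well · Reagent – JC-1 fluorescent substrate · Compound – single test compound dose, 6.6 µM final · Timing – 10 min exposure at 25 °C with rotation, no wash · Detection – flow cytometry of retained JC-1 fluorescence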
Cdc42 wt GTP: changes GTP binding to wildtype human Cdc42; GST-Cdc42 beads, Bodipy-GTP binding, flow cytometry; actives lie on both sides; percent activity (GTP binding), % at 10 µM; 190,000 tested, 0.2% active;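 active means percent activity GTP binding at least 20 points away from the 100% baseline, either down as inhibitor or up as activator; inconclusive means compound flagged as likely green fluorescent from well-wide comparison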;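 further: median bead fluorescence of bound Bodipy-FL-GTP at 100 nM; 0% = excess unlabeled GTP control and 100% = no compound control; below 100% means less GTP binding so inhibitor and above means activator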
Target sequence (P60953 whole entry, looked up): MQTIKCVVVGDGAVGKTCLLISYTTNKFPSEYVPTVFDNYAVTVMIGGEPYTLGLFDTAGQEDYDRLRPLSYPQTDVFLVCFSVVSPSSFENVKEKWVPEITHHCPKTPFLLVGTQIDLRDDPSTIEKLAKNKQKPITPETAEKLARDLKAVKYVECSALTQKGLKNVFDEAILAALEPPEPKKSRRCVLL
Mcl1 Noxa PPI: disrupts binding of human Mcl-1 to Noxa peptide | TR-FRET Mcl-1/Noxa peptide binding, 2 h | inhibition, % at 21.7 µM | Q07820 | 220,000 tested, 1.5% active;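 active means compounds that cut the protein-peptide binding signal by more than 50% relative to plate controls in a single-dose test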;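 further: His-tagged Mcl-1 with rhodamine Noxa BH3 peptide and terbium anti-His antibody; 0% = Mcl-1 plus Noxa peptide wells and 100% = peptide-only wells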
Numbers without * were called inactive; u = inconclusive; x = not tested or not shown.

SMILES	Rac1 mut GTP	ABCG2 inh	Rab2 wt GTP	ABCB1 block	Rac1 wt modul	Cdc42 wt GTP	Avidin bead fluor	Rab7 wt modul	Mcl1 Noxa PPI	HRas wt GTP bind	Pf gametocyte
C=CCNC(=O)c1c2c(nc3ccccc13)-c1ccccc1CC2	99	3	99	0.7	97	96	15	99	-18	98	4
Cc1ccc(N2C(=O)N(CC(=O)c3cc(C)ccc3C)C(=O)C2C)cc1 (stereo not given)	101	16	102	1.2	105	104	5	100	-29	101	x
C/C(=N\NC(=O)c1ccncc1)c1cccs1	100	6	100	0.7	103	102	5	100	19	98	3
O=C(CNC(=O)c1ccc(S(=O)(=O)N2CCCC2)cc1)N/N=C/c1c(Cl)cccc1Cl	101	1	102	-1.2	105	102	5	100	-2	103	x
Cc1cc(C(=O)N[C@@H](c2ccccc2)[C@]2(C)C[C@H]2[C@@H](C)C(=O)Nc2ccc3ccccc3c2)no1	97	0	98	0.2	104	98	10	96	1	100	-15
Cc1ccc(C(=O)Nc2cccc(C(=O)N3CCN(C)CC3)c2)cc1	101	-4	102	-5.2	102	102	14	105	1	104	13
NS(=O)(=O)c1ccc(NC(=O)COC(=O)C2CC(=O)N(Cc3ccccc3)C2)cc1 (stereo not given)	95	2	98	0.9	100	96	10	105	3	97	6
O=[N+]([O-])c1ccc2nc(-c3ccccc3)cc(-c3ccccc3)c2c1	102	1	99	0.0	105	100	1	99	-17	98	-7
Nc1ccc(N2CCOCC2)c(S(=O)(=O)Nc2cc(Cl)ccc2Cl)c1	92	-2	94	-0.5	96	95	x	97	31	95	-5
O=C1CSC(c2ccccn2)N1c1ccc(F)cc1F (stereo not given)	97	0	100	1.1	99	98	2	98	7	95	14
CN1C(=O)N(C)C2(c3ccccc3)N(C(C)(C)C)C(=O)NC12c1ccccc1 (stereo not given)	100	1	97	0.3	103	98	5	99	15	95	-5
CN(Cc1ccccc1)C(=O)c1oc(=O)c2ccccc2c1-c1ccccc1	100	10	98	2.7	99	99	14	96	18	98	-12
CCOC(=O)c1ccc(-n2c(C)nc3c(cnn3-c3ccc(Cl)cc3)c2=O)cc1	97	40	98	0.1	102	96	13	98	12	97	x
O=C(COC(=O)CCc1ccc(S(=O)(=O)N2CCCCC2)cc1)Nc1ccc2c(c1)OCO2	101	3	104	0.4	108	103	8	105	22	103	x
COc1cc(/C=N/NC(=O)[C@H](Cc2c[nH]c3ccccc23)NC(=O)OCC(C)C)cc([N+](=O)[O-])c1O	u	0	u	0.0	u	u	2	u	32	u	6
CCCCCCn1c(N2CCC(C(N)=O)CC2)nc2c1c(=O)[nH]c(=O)n2C	96	2	106	0.6	102	99	10	106	-8	102	x
CCOC(=O)CNC(=O)c1ccccc1Br	100	1	102	0.1	105	104	9	103	-2	100	-19
Cc1ccc2c(c1)C1NC(=S)NC(C)(O2)C1C(=O)Nc1ccc(Cl)cc1 (stereo not given)	99	0	99	-0.1	102	100	9	97	1	100	-4
NC(=O)C1CCCN(C(=S)NCc2ccc3c(c2)OCO3)C1 (stereo not given)	94	1	97	0.7	98	100	25	103	9	97	12
O=C(N1CCN(c2ccc(F)cc2)CC1)C1(c2cccs2)CCOCC1	98	5	99	0.2	102	99	12	95	-2	99	-13
CC1C(=O)C(C)C(c2cccs2)NC1c1cccs1 (stereo not given)	92	2	93	0.3	95	95	11	96	11	96	x
CCCNC(=O)c1cc(OC)c(OC)cc1[N+](=O)[O-]	97	5	96	0.8	103	94	11	101	13	101	x
c1ccc(CSc2nnc(SCc3ccccn3)s2)nc1	101	2	103	0.5	101	102	13	102	11	103	-17
CCOC(=O)CNC(=O)c1sc(NC(=O)c2ccccc2F)nc1C	97	2	97	0.1	99	100	7	96	9	99	6
Cc1cc(-c2nnc(SCC(=O)N3C(C)CCCC3C)o2)no1 (stereo not given)	96	4	98	0.7	92	97	12	97	12	97	x
Cc1oc(-c2cc(F)ccc2F)nc1CN1CCCN(C(=O)c2ccco2)CC1	98	6	98	2.5	100	98	9	96	5	98	-11
O=c1oc(-c2ccco2)nc2ccccc12	90	2	93	0.2	89	92	41	91	29	94	x
CCOC(=O)Cn1nnc(-c2ccc(S(C)(=O)=O)cc2)n1	100	0	103	0.1	102	104	36	107	7	102	x
CCOC(=O)c1cccc(NC(=O)CCn2cccc2)c1	102	33	106	0.1	114	108	7	103	6	102	x
COc1ccc2cc(CN(CCO)C(=O)c3ccccc3F)c(=O)[nH]c2c1	u	2	u	0.5	u	u	12	u	14	u	x
O=C(COc1ccc(-c2ccccc2)cc1)N1CCN(C(=O)c2cccnc2)CC1	100	4	102	0.7	102	101	13	99	7	102	-40
COc1ccc(C)cc1NC(=O)CC1COc2ccccc2O1 (stereo not given)	96	5	100	0.4	100	98	12	95	3	98	-19
O=CN1CCN(C(=O)CN2C(=O)c3ccccc3C2=O)CC1	94	5	95	1.6	94	96	42	96	6	96	-3
C=CCn1c(CC(=O)Nc2cccc(OC)c2)nnc1SCC(=O)NC1CCCCC1	104	2	100	0.6	113	107	8	102	-4	104	-17
CCc1cccc(CC)c1NC(=S)NCCc1c(C)[nH]c2ccc(C)cc12	95	-1	98	0.1	100	96	2	101	8	98	x
COc1cccc(CC(NC(C)=O)C(=O)NC2CCN(S(=O)(=O)c3cccc4ccccc34)CC2)c1 (stereo not given)	98	3	96	0.5	97	96	12	93	15	98	x
CCOc1ncccc1C(=O)Nc1nnc(C)s1	95	0	95	-0.1	95	91	24	101	-15	95	11
Cc1ccnn1CC(=O)N/N=C/c1ccc2c(c1)OCO2	98	2	99	0.2	101	96	12	98	-7	100	14
[O-][N+]1=C(c2cccs2)CN(O)C1	97	0	104	0.0	112	101	11	107	-9	102	x
COc1cc(NC(=O)c2cccs2)c(C(=O)OCC(=O)NC(=O)NCc2ccccc2)cc1OC	89	3	87	1.6	90	90	2	89	19	88	x
[O-][n+]1onc2c1CCc1c-2nc(-c2ccccc2)n1OCc1ccccc1	101	0	99	-0.1	103	99	6	101	-14	102	x
O=C(Nc1ccccc1Oc1ccccc1)c1ccc(Br)o1	98	13	100	0.2	103	97	12	101	0	99	x
Nc1nc(Cl)cc(Sc2ccc(F)cc2)n1	96	2	96	0.3	97	98	9	95	-4	99	12
COc1ccc(-c2cc(C(=O)NCC3CCCO3)c3cc(C)ccc3n2)cc1 (stereo not given)	94	7	102	6.4	102	102	6	107	17	101	-15
Cc1ccc(Cl)cc1N1CCN(C(=O)c2cc3c(=O)[nH]c4ccccc4c3n2C)CC1	98	4	96	4.2	104	99	6	96	5	99	-10
CCN1C(=O)/C(=C\N2CCN(c3cccc(Cl)c3)CC2)SC1=S	97	0	96	-0.5	95	96	17	97	-13	98	x
O=c1[nH]c2cc3c(cc2cc1C(c1nnnn1Cc1ccccc1)N1CCCCCC1)OCCO3 (stereo not given)	98	3	101	1.6	108	102	11	100	-163	102	-2
CCOc1cc(NC(=O)c2cccs2)c(OCC)cc1NC(=O)CCC(=O)NCCN1CCOCC1	99	9	99	-0.4	97	99	5	104	-10	98	x
O=C(Nc1nncs1)C1(c2ccccc2)CCCC1	93	4	91	1.1	91	95	13	90	6	95	-27
COCc1cc(C)nc(OCC(=O)N/N=C/c2ccc(-c3cc([N+](=O)[O-])ccc3Cl)o2)c1C#N	92	-1	96	0.9	95	93	8	108	11	95	6
CN(CC(CC(=O)O)c1ccccc1)S(=O)(=O)c1ccc(Br)cc1 (stereo not given)	96	0	98	-0.2	99	98	6	94	14	95	x
CCC(=O)Nc1ccc(Oc2ccc3c(c2)C(=O)N(c2ccc(O)cc2)C3=O)cc1	102	4	104	0.3	108	104	10	102	2	107	-16
CC(=O)c1cc(C#N)c(N2CCOCC2)nc1C	93	1	95	0.4	103	97	10	94	7	93	-7
C[C@@H]1NC(=O)[C@H](CCCN=C(N)N)NC(=O)c2cc([N+](=O)[O-])cc(I)c2OCC[C@@H](C(N)=O)NC1=O	100	1	96	0.2	102	99	9	91	20	97	x
Cc1cc(N2C(=O)CC(N3CCN(c4ccc(C(=O)c5cccs5)cc4)CC3)C2=O)no1 (stereo not given)	99	3	102	1.0	102	102	7	101	3	102	-2
CCOC(=O)Cn1nnnc1CN(CCc1ccccc1)Cc1cc2cc(CC)ccc2[nH]c1=O	103	16	104	3.2	111	101	13	103	-2	105	x
O=C(Nc1cccnc1)C1CC(c2ccc(Cl)c(Cl)c2)=NO1 (stereo not given)	100	2	100	0.4	106	103	35	98	-22	102	x
COC(=O)c1ccc(CN2C(=O)c3ccccc3S2(=O)=O)cc1	102	6	103	0.3	107	105	23	103	-8	102	16
Cc1ccc(NC(=O)CSc2nc(C)c(Cc3ccccc3)c(=O)[nH]2)cc1	89	3	94	0.2	94	86	1	101	9	96	x
CCCc1nc(C)c(-c2ccc(OC)c(OC)c2)c(=O)[nH]1	u	12	u	0.4	u	u	38	u	14	u	-9

Further records.
SMILES	Rac1 mut GTP	ABCG2 inh	Rab2 wt GTP	ABCB1 block	Rac1 wt modul	Cdc42 wt GTP	Avidin bead fluor	Rab7 wt modul	Mcl1 Noxa PPI	HRas wt GTP bind	Pf gametocyte
CCOC(=O)c1cccc(NC(=O)CCc2nc(-c3ccccc3F)no2)c1	101	1	102	0.0	103	102	5	102	-8	102	8
CC(OC(=O)c1cc2c(s1)CCCCC2)C(=O)NC(N)=O (stereo not given)	100	12	97	0.4	100	99	6	99	-13	97	24
Cn1c(=O)[nH]c(=O)c2c1ncn2CCN1CCCCC1	102	3	101	0.1	107	105	7	102	-4	102	x
CC1CN(C(=S)c2cccc([N+](=O)[O-])c2)CC(C)O1 (stereo not given)	99	-1	100	0.3	102	99	12	97	17	97	x
O=C(Nc1ccccn1)c1cccc(S(=O)(=O)N2CCCCC2)c1	100	8	103	0.2	107	106	28	100	-21	101	4
Cc1cc2ncc(S(=O)(=O)c3ccccc3)c(N)n2n1	98	7	102	1.4	102	100	10	107	16	102	18

Screening results deposited in PubChem BioAssay by several laboratories.
